# CHOP UPR activ: apoptotic UPR (CHOP) activation; CHO-CHOP luciferase reporter, luminescence; percent of tunicamycin response over DMSO baseline; activation, % at 10 µM; 0.34% of 330,000 active;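 active = at 10 µM dose, activation of 40% or more, normalized to positive control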;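 also: 100% = tunicamycin at 10 µg/mL and 0% = DMSO alone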
#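 Dosing – one dose, 10 µM in 0.5% DMSO · System – CHO-CHOP cells, stable luciferase reporter of PERK-eIF2a-CHOP signalling · Input – 500 cells/well · Control set – tunicamycin 10 µg/mL final as positive, DMSO-only wells as negative · Timing – 6 h compound treatment, 37 °C · Measure – % activation vs tunicamycin · Technique – luminescence read with Steady-Glo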
# tim10-1 inh: growth inhibitors of tim10-1 mutant yeast; inhibition, % at 20 µM; AID 463190; S. cerevisiae tim10-1 ts strain growth, BacTiter-Glo, 24 h; 2.2% of 330,000 active;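 active = inhibition of at least 40%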;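 also: mutant grown at 25 °C; 0% = DMSO wells with yeast and 100% = wells holding no yeast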
# NR3A LBD binder: NR3A (human) ligand-binding domain modulation; 2.5% of 340,000 active; NR3A LBD differential scanning fluorimetry, Tm shift; 0% = protein alone, 100% = glycine-bound protein; Tm shift relative to glycine control, % at 25 µM;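 active = melting temperature shift of at least 10% of the positive control shift, at one fixed dose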
# Mdm2 MdmX PPI: inhibitors of human Mdm2/MdmX interaction. SaOS-2 split-luciferase Mdm2/MdmX complementation, luminescence. inhibition, % at 8 µM. 3% of 330,000 active;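 active = inhibition of at least 50% at 8 µM in the primary screen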
# Target sequence (O15151 whole entry, looked up): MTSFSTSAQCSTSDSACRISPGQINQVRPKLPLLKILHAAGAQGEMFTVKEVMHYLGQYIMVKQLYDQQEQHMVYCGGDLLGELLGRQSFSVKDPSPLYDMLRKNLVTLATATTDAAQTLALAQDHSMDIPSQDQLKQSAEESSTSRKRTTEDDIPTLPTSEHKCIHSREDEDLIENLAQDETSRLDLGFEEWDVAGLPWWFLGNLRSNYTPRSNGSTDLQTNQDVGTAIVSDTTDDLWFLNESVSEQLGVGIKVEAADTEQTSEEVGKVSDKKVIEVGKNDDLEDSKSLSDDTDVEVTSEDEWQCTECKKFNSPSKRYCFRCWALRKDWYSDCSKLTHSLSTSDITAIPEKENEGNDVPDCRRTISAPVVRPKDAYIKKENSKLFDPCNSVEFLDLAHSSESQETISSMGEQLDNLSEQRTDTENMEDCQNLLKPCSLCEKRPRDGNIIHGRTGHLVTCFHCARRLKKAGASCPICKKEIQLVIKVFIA
# Target sequence (Q00987 whole entry, looked up): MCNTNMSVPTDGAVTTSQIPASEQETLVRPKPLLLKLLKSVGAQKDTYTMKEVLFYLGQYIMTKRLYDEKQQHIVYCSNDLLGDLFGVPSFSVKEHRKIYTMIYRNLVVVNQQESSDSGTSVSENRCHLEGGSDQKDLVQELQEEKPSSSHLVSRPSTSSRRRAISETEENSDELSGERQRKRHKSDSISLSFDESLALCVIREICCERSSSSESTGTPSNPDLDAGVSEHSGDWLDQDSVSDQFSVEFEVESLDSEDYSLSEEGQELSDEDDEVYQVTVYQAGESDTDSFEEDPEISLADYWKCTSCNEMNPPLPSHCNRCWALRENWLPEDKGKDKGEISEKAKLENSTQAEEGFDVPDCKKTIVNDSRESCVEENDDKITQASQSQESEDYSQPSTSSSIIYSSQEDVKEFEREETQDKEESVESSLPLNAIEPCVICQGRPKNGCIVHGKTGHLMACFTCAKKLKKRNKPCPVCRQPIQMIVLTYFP
# APJ ag: APJ receptor agonism; CHO-K1 APJ PathHunter beta-arrestin, luminescence; 0% DMSO wells, 100% apelin; 0.11% of 330,000 active; AID 2520; P35414; activation, % at 20 µM;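 active = activation more than six SD over the plate average, tested at 20 µM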;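 also: 0% = DMSO alone and 100% = apelin-13 at 10 nM; some results filed as inactive read as strong as hits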
#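 Assay system: engineered CHO-K1 APJ arrestin reporter cells; Amount: 1000 CHO-K1 reporter cells seeded per well; Dosing: one dose, 20 µM compound, 1% DMSO; Times: compound stimulation 90 min at 25 °C, detection 60 min; Measured by: luminescent beta-gal fragment complementation, chemiluminescent substrate; Read-out: APJ–arrestin association signal; Controls: DMSO vs Apelin-13 10 nM.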
# TIM10 inh: TIM10 yeast growth inhibition | AID 463195 | S. cerevisiae TIM10 strain growth, BacTiter-Glo luminescence, 24 h | inhibition, % at 10 µM | 1.4% of 330,000 active;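 active = inhibition of 40% or more at the single tested concentration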;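 also: wild-type TIM10 isogenic control strain grown at permissive 25 °C; 0% = DMSO yeast wells and 100% = minimal medium wells without yeast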
# NLRP3 yeast inh: blocks the NALP3 inflammasome reconstituted in yeast; Yeast reconstituted NLRP3/ASC/caspase-1, beta-gal luminescence, 24 h; inhibition, % at 10 µM; 0.39% of 330,000 active; AID 2825;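 active = inhibition of 50% or more; inactive = inhibition below 50%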;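 also: plate controls were induced DMSO wells for no effect and uninduced yeast grown without galactose for full effect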
# XBP1 UPR activ: activators of adaptive arm of unfolded protein response (XBP1); CHO-XBP1 luciferase reporter, IRE1-XBP1 UPR activation, luminescence; percent of tunicamycin response, DMSO as zero; 0.33% of 330,000 active; activation, % at 20 µM;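 active = versus positive control, 20 µM dose yields 30% or more activation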;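 also: 100% = tunicamycin at 10 µg/mL and 0% = DMSO only wells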
#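 incubation = overnight seeding at 37 °C, 6 h compound treatment at 37 °C | assay system = CHO-XBP1 cells stably carrying IRE1-XBP1-driven luciferase reporter | input = 1000 cells per well | detection = luciferase luminescence | dosing = single point, 20 µM final compound, 1% DMSO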
# tim23-1 inh: tim23-1 yeast growth inhibition | S. cerevisiae tim23-1 growth, BacTiter-Glo luminescence, 24 h | inhibition, % at 20 µM | 1.3% of 330,000 active;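 active = growth inhibition of the mutant yeast at or above 50%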;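 also: temperature-sensitive mutant grown at 25 °C; plate controls were DMSO-treated mutant yeast for no effect and medium wells lacking yeast for full effect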
# Starred values were filed as active, the others as inactive. No enrichment for hits; any-hit rate near 8.2%.
SMILES,CHOP UPR activ,tim10-1 inh,NR3A LBD binder,Mdm2 MdmX PPI,APJ ag,TIM10 inh,NLRP3 yeast inh,XBP1 UPR activ,tim23-1 inh
O=C(C[C@H]1C/C=C\C[C@@H](Cc2ccc(F)cc2)C(=O)O[C@@H](c2ccccc2)CNC1=O)N[C@@H](CO)Cc1ccccc1,2.4,-5,-2,14,-2,-6,16,-2,-2
Clc1ccc(-c2cc3ccccc3nc2N2CCCC2)cc1,-0.2,7,-3,4,-3,11,21,-4,26
O=C(CN1CCC(C(=O)c2ccc(F)cc2)CC1)Nc1ccc(F)cc1,1.4,10,0,10,6,-5,4,-1,12
CCCN1CCN(C(=O)c2cc(COc3ccc(F)cc3F)on2)CC1,0.0,6,1,20,10,-3,16,-4,7
Cc1ccc(C)c(OCc2cc(C(=O)N3CCN(c4ccccc4)CC3)no2)c1,5.3,19,-1,-75,2,21,24,-7,26
CCn1c(SCC(=O)NCC2CCCO2)nnc1-c1ccccc1OC (stereo not drawn),-0.2,-15,-2,13,-1,7,7,1,-12
CCC1(C)Cc2ccccc2-c2nc3n(c(=O)c21)CC(C(=O)O)S3 (stereo not drawn),0.8,9,0,-25,0,5,17,0,9
CCn1c(SCC(=O)Nc2ccc3c(c2)oc2ccccc23)nnc1-c1ccc(N)cc1,7.3,15,6,-1,12,14,15,0,12
N#CCC(=N)N1CCN(c2ccccc2Cl)CC1,1.2,-6,0,0,-3,0,17,-5,8
CC(C)c1nc(SCC(=O)Nc2nccs2)c2ccccc2n1,0.9,-1,-1,25,-1,1,-5,-2,13
CCCC(C(=O)NCCC(C)C)N(Cc1ccc(F)cc1)C(=O)c1snc(C(N)=O)c1N (stereo not drawn),-1.1,6,0,-9,-2,-6,8,-1,13
CCOC(=O)C1(Cc2cccc(Cl)c2)CCCN(C(=O)c2cccnc2)C1 (stereo not drawn),-1.8,22,-2,-14,1,-14,22,-3,9
CC(=O)c1cccc(NC(=S)N2CCC(Cc3ccccc3)CC2)c1,-1.2,14,-5,15,-2,4,16,-3,36
CCO[C@@H]1OC(C(=O)O)=C[C@H](c2csc3ccccc23)[C@H]1CCCO,0.8,-11,-2,7,-2,-1,6,-1,-4
CCN(CC(=O)Nc1ccc(NC(C)=O)cc1)C(=O)c1cc(CN2C(=O)c3ccccc3C2=O)ccc1OC,0.7,-5,0,-9,-2,-3,-3,1,8
COc1ccccc1Nc1nc(N)nc(CN2CCC(Cc3ccccc3)CC2)n1,0.2,22,1,-4,2,2,4,0,5
CCSC1=NC2(CCCCC2)Nc2sc3c(c21)CCCC3,3.7,30,-3,25,3,12,23,2,30
CCOc1ccc(N2C(=O)CC(Sc3nccc(C)n3)C2=O)cc1 (stereo not drawn),0.7,14,2,19,-2,12,4,-2,18
CC1CN(C(=O)c2ccc(COc3ccc4ccccc4c3)o2)CC(C)O1 (stereo not drawn),4.5,-11,-9,-13,-3,20,18,5,28
Cc1ccccc1SCCNC(=O)c1ccccc1Br,4.7,18,5,-17,-5,22,40,0,23
FC(F)(F)c1cccc(OCC2CNC(=S)O2)c1 (stereo not drawn),0.2,13,7,1,-4,11,27,-6,23
COc1cc(OC)c(Cl)cc1N,-1.2,9,-1,-4,-1,-6,20,-3,8
O=C(Cc1csc(NC(=O)Nc2cccc(Cl)c2)n1)NC1CCCC1,7.4,-8,0,37,7,-3,10,0,1
COc1ccc(S(=O)(=O)N2CCCCCC2)cc1C(=O)N(C)CC(=O)Nc1ccccc1C(F)(F)F,-2.2,8,0,11,-4,10,12,-4,7
Cn1c(-c2ccc(F)cc2)cnc1NCc1ccc(F)cc1F,1.6,-2,0,-8,-3,-5,14,-2,2
CCc1nnc(NC(=O)CSc2nnc(CSc3nc(C)cc(C)n3)n2C)s1,-2.3,3,-2,6,1,-3,13,-4,4
Cc1ccc(NC(=O)Cn2cccc2)c(Br)c1,1.0,-9,-1,0,-2,-13,7,0,9
COc1ccc(CN2CCN(Cc3ccco3)CC2)cc1,-2.4,1,-2,-16,0,-22,14,1,4
NC(=O)C(CC(=O)O)NC(=O)[C@@H]1CCOc2c(I)cc([N+](=O)[O-])cc2C(=O)N[C@@H](CCC(=O)O)C(=O)N[C@@H](CO)C(=O)N1 (stereo partly drawn),-1.1,0,-1,8,-1,-5,3,0,12
O=C(NCc1ccc2c(c1)OCO2)C(=O)NCC1OCCN1S(=O)(=O)c1ccc(Cl)cc1 (stereo not drawn),4.3,20,2,11,2,-14,9,-2,11
CN(C)c1ccc(C(C(=O)NC2CCCC2)N(C(=O)c2csnn2)C2CC2)cc1 (stereo not drawn),1.4,-4,0,-5,0,-1,16,-5,6
COCCSc1ccccc1C(=O)N1CCCC1,-1.3,-5,-3,12,-3,-4,12,1,12
O=C(O)C1CCCCC1C(=O)NC1CCCCC1 (stereo not drawn),-2.5,-6,0,12,-7,-8,5,-2,14
Cc1onc(-c2c(F)cccc2Cl)c1C(=O)OCc1cnc(Cl)s1,2.8,-23,-2,23,-3,-11,19,2,-23
Cc1ccc(NC(=O)CC2SC(=O)NC2=O)cc1 (stereo not drawn),0.3,35,2,-16,-2,30,-2,-1,32
Cc1[nH]c2ccccc2c1SCC(=O)N1CCOCC1,-1.2,-3,4,17,-5,-4,-1,-1,1
O=C(c1ccc(COc2ccccc2Br)cc1)N1CCCCC1,7.5,34,-3,6,-3,14,18,1,36
COc1ccc(/C=C/C(=O)NCc2ccccn2)cc1,3.7,14,0,-3,-1,-2,11,1,11
Cc1ccc(OC(=O)c2ccc(S(=O)(=O)N(C)C)cc2)c(-n2nc3ccccc3n2)c1,5.5,23,-1,-6,-5,6,5,3,23
CCc1ccc(-c2nc(CSCC(=O)N3CCN(c4ccccn4)CC3)c(C)o2)cc1,-1.6,33,1,18,1,39,2,3,37
O=S(=O)(c1cccc(C(F)(F)F)c1)N1CCN(c2ccccc2)CC1,0.0,16,6,-2,-5,-4,30,0,10
O=C(COc1ccc(OCc2ccccc2)cc1)NC1CCOC1=O (stereo not drawn),-0.1,2,0,3,-2,-16,4,0,2
O=S(=O)(c1ccc(OCC2CO2)cc1)c1ccc(OCC2CO2)cc1 (stereo not drawn),-3.7,13,1,87*,2,22,-28,0,12
COc1ccc(N2C(=O)C3CCCN3C2c2ccc(C)cc2)cc1 (stereo not drawn),-1.5,-2,0,-2,-6,14,-2,1,11
CC(=O)N1CCN2C(=O)C1CCCC(=O)c1cc(C3CCCCC3)ccc12 (stereo not drawn),-1.7,23,-1,-1,-3,-6,17,0,4
Cc1ccc(CNC(=O)c2cc(Cl)cc(Cl)c2)n1C,2.6,12,-1,16,-3,5,18,-4,10
N#Cc1ccccc1COC(=O)CCC(=O)c1cccs1,0.6,3,-3,14,-4,7,18,5,13
Cc1c(CN2CCN(c3cccc(C(F)(F)F)c3)CC2)c(=O)n(-c2ccccc2)n1C,-0.5,2,-4,-6,1,-3,13,-2,6
COc1cccc(Oc2nc3ncn(Cc4ccccc4)c3c(=O)n2C)c1,-1.4,-3,0,14,-1,2,13,-4,-2
COC(=O)N1CCN(S(=O)(=O)c2ccc(F)cc2)CC1,-0.4,10,0,18,-3,6,6,0,4

# Taken from the listing for reference:
SMILES,CHOP UPR activ,tim10-1 inh,NR3A LBD binder,Mdm2 MdmX PPI,APJ ag,TIM10 inh,NLRP3 yeast inh,XBP1 UPR activ,tim23-1 inh
Cc1ccc(OC(=O)c2ccc(S(=O)(=O)N(C)C)cc2)c(-n2nc3ccccc3n2)c1,5.5,23,-1,-6,-5,6,5,3,23
CCc1ccc(-c2nc(CSCC(=O)N3CCN(c4ccccn4)CC3)c(C)o2)cc1,-1.6,33,1,18,1,39,2,3,37
O=S(=O)(c1cccc(C(F)(F)F)c1)N1CCN(c2ccccc2)CC1,0.0,16,6,-2,-5,-4,30,0,10
O=C(COc1ccc(OCc2ccccc2)cc1)NC1CCOC1=O (stereo not drawn),-0.1,2,0,3,-2,-16,4,0,2
O=S(=O)(c1ccc(OCC2CO2)cc1)c1ccc(OCC2CO2)cc1 (stereo not drawn),-3.7,13,1,87*,2,22,-28,0,12
COc1ccc(N2C(=O)C3CCCN3C2c2ccc(C)cc2)cc1 (stereo not drawn),-1.5,-2,0,-2,-6,14,-2,1,11
CC(=O)N1CCN2C(=O)C1CCCC(=O)c1cc(C3CCCCC3)ccc12 (stereo not drawn),-1.7,23,-1,-1,-3,-6,17,0,4
Cc1ccc(CNC(=O)c2cc(Cl)cc(Cl)c2)n1C,2.6,12,-1,16,-3,5,18,-4,10
N#Cc1ccccc1COC(=O)CCC(=O)c1cccs1,0.6,3,-3,14,-4,7,18,5,13
Cc1c(CN2CCN(c3cccc(C(F)(F)F)c3)CC2)c(=O)n(-c2ccccc2)n1C,-0.5,2,-4,-6,1,-3,13,-2,6
COc1cccc(Oc2nc3ncn(Cc4ccccc4)c3c(=O)n2C)c1,-1.4,-3,0,14,-1,2,13,-4,-2
COC(=O)N1CCN(S(=O)(=O)c2ccc(F)cc2)CC1,-0.4,10,0,18,-3,6,6,0,4

# Next section
SMILES,CHOP UPR activ,tim10-1 inh,NR3A LBD binder,Mdm2 MdmX PPI,APJ ag,TIM10 inh,NLRP3 yeast inh,XBP1 UPR activ,tim23-1 inh
CN(C)S(=O)(=O)c1cccc(NC(=O)CCCc2nc3ccccc3c(=O)[nH]2)c1,-0.3,18,1,7,10,13,2,-2,18
O=C1CN(Cc2nc3cc(Cl)ccc3c(=O)[nH]2)CCN1,-0.3,-5,0,12,-3,2,-6,-2,10
C=CCc1ccc(OCCCCN2CC(C)OC(C)C2)c(OC)c1 (stereo not drawn),0.7,-20,-1,-3,-6,-2,18,-2,0
CCC1CN(C(=O)NCc2ccc(C)cc2)c2cc(C)ccc2O1 (stereo not drawn),-0.5,39,1,10,-3,8,29,-2,26
CSc1nc2ccc3nc(NC(=O)C4COc5ccccc5O4)sc3c2s1 (stereo not drawn),2.2,19,-1,-32,-2,6,5,-1,15
O=C(Nc1ccccc1N1CCOCC1)c1cccnc1Cl,0.0,17,0,7,-2,-36,-1,2,3

# Compound activity: PubChem BioAssay, Sanford-Burnham Center for Chemical Genomics
